ER stress rescue: rescue of cells from ER stress-induced death, primary screen, 384-well, CSM14.1, thapsigargin, ATP luminescence (AID 1222) | CSM14.1 thapsigargin-induced death rescue, ATP luminescence; higher % means a stronger effect | cellular ATP content (survival), % at 20 µM; hits with a dose series show EC50 in µM | 190,000 tested, under 10 active;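 active = EC50 below 50 µM in the dose-response confirmation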;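 note: death triggered by thapsigargin at about 15 µM added after 2 h compound pretreatment; cell ATP read after overnight thapsigargin exposure of roughly 18 to 22 hours; normalized against plate controls of thapsigargin alone and 5% DMSO vehicle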
K1F lysis inhibition: inhibition of K1F phage lysis, E. coli UTI89, bacterial capsule biogenesis inhibitors, alamar blue (AID 488966); one-dose inhibition, % at 100 µM; IC50 in µM for titrated hits; E. coli UTI89 K1F phage lysis, alamar blue, 2 h; higher % means a stronger effect; hit rate 0.02% among 340,000;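 active = phage lysis inhibition, versus mean bacterial control, above a set limit; inconclusive = no clear call, values can overlap the other calls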;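 note: capsule biogenesis inhibitors block K1F phage lysis so surviving cells raise fluorescence; higher fluorescence means more inhibition of phage lysis; actives were called in the ten point dose series up to 300 µM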
WT yeast gro inh: growth inhibition of WT yeast, mitochondrial fusion screen. mitochondrial fusion phenotypic screen, WT strain. inhibition, % at 10 µM. hit rate 2.1% among 190,000; in the data active = inhibition above about 58%; tested in S. cerevisiae
human PMI inhibition: MPI enzyme activity inhibition – biochemical, fluorescence intensity, coupled assay, primary screen (AID 1209). purified PMI enzyme, coupled fluorescence intensity; higher % means a stronger effect. inhibition, % at 20 µM, or IC50 in µM where a hit was titrated. hit rate 0.42% among 190,000;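 note: plate controls were DMSO vehicle for no effect and wells lacking substrate for full effect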
TNAP activation fold: human TNAP enzyme activators, primary screen, biochemical, luminescent, no phosphate acceptor, uHTS (AID 1001); activation fold at 20 µM; hits with a dose series show EC50 in µM; purified TNAP, luminescent activation assay, no phosphate acceptor; higher activation fold means a stronger effect; hit rate 0.03% among 200,000; in the data active = activation fold from about 3, or a potency from the dose series; inactive = the rest, 99 in 100 with activation fold below about 1.6; note: many of its hits are not listed in these tables
Myeloid diff MLP: promotes myeloid progenitor differentiation; ER-HoxA9 myeloid progenitors, lysozyme-GFP differentiation, flow cytometry; hit rate 1% among 360,000; calls only at 10 µM;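 active = normalized GFP-positive differentiation at or above the plate's own cutoff, the solvent-only control mean plus 3 SD; inconclusive = no clear call, values can overlap the other calls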;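 note: cells exposed to compound for four days before flow analysis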
Hep lipid drop: modulators of hepatic lipid droplet formation; inhibition, % at 6.5 µM; AML12 mouse hepatocytes, oleate lipid droplets, BODIPY imaging; hit rate 0.4% among 240,000; AID 1656;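 active = lipid droplet intensity inhibited by at least 50%, with more than 500 cells counted; inconclusive = wells with under 300 cells, treated as cytotoxic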
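Assay system: AML12 mouse liver cells | Compound: 6.5 µM single-point dosing | Schedule: Overnight exposure | Technique: Fluorescence imaging, 20x objective, two fields per well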
human PMI inhibitors: human PMI inhibitors, high substrate, primary screen, biochemical, fluorescence intensity, high mannose 6-phosphate (AID 1220). inhibition, % at 20 µM, or IC50 in µM where a hit was titrated. recombinant PMI enzyme, coupled fluorescence intensity; higher % means a stronger effect. hit rate 0.66% among 190,000
M1AAP inhibition: malaria alanyl aminopeptidase activity blockers – biochemical, fluorogenic H-Leu-NHMec substrate, 1536-well (AID 1445); recombinant M1AAP, H-Leu-NHMec fluorogenic kinetic assay; higher % means a stronger effect; one-dose inhibition, % at 30 µM; IC50 in µM for titrated hits; hit rate 0.42% among 220,000;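 active = primary inhibition above the hit cutoff, then over 50% inhibition at one or more dose response concentrations, cut at about 23% in these data, passing the limit was not always enough; inconclusive = conflicting primary data, or primary hits not chosen for dose response; inactive = low primary inhibition, or under 50% at every dose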;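 note: plate controls were DMSO full reaction for no effect and no enzyme background for full effect; strong numbers were not always called active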
WT yeast gro inh mutant strain: recorded beside WT yeast gro inh, whose call it bears; inhibition, %; mitochondrial fusion phenotypic screen, mutant strain inhibition
Hep lipid drop cells 6.5 µM: also measured in Hep lipid drop; calls as there; cell count; measured here: cell count, cytotoxicity flag;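 cells counted across two imaged fields per well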
Myeloid diff MLP GFP+ MAC1+ %: recorded beside Myeloid diff MLP, whose call it bears; GFP+ MAC1+ double positive, %; measured here: differentiation confirmed by MAC1 staining
* hit, by the source's call; i = inactive; ? = inconclusive; . = no result given; + = active, no number; [ ] = remark or other dose. Cut-off read from the data, not from the text of the source, unless noted: active = inhibition above about 50%; inactive = the rest. An unsorted share of the library. Share with any hit: about 4.6%.

SMILES	ER stress rescue	K1F lysis inhibition	WT yeast gro inh	WT yeast gro inh mutant strain	human PMI inhibition	TNAP activation fold	Myeloid diff MLP	Myeloid diff MLP GFP+ MAC1+ %	Hep lipid drop	Hep lipid drop cells 6.5 µM	human PMI inhibitors	M1AAP inhibition
Cc1ccc(NC(=S)NCCN(C2CCCCC2)C2CCCC2)cc1C	-0.7%	0.1%	43	29	4%	1.4	i	1.0	5	745	10%	-1%
CCOc1ccc2c(=O)c(Oc3ccccc3OCC)coc2c1	0.4%	1.4%	-12	5	-10%	0.9	i	1.3	-30	804	-4%	0%
CC1CCCC(NC(=O)COC(=O)CSc2ccc3ccccc3c2)C1C (stereo unspecified)	2.0%	-0.4%	7	23	1%	1.1	i	0.2	2	634	8%	1%
O=C(O)c1ccc(N=C2SCC(=O)N2Cc2ccccc2)cc1	-0.3%	0.2%	-9	-14	10%	1.1	i	0.3	18	759	8%	8%
CN(Cc1nc(-c2cccs2)no1)CC1(N2CCOCC2)CCCCC1	0.5%	0.3%	6	2	4%	1.1	i	0.6	-9	682	-6%	2%
CCN(CC)CCN1C(=O)C(=O)/C(=C(/O)c2ccc(OC)cc2)C1c1ccco1 (stereo unspecified)	-1.5%	-0.1%	-14	-5	10%	1.1	i	0.4	.	.	12%	-3%
O=C(CCc1nc2ccccc2c(=O)[nH]1)OCc1ccc(-c2ccccc2)cc1	-0.6%	-3.2%	-6	-7	1%	1.1	i	0.0	2	667	-2%	3%
COC(=O)c1ccccc1NC(NC(=O)c1ccco1)C(=O)c1ccccc1 (stereo unspecified)	0.7%	0.9%	14	23	11%	1.1	i	6.6	.	.	11%	9%
Cc1ccc(-n2c(SCC(=O)Nc3ccc(C(=O)O)cc3)nnc2-c2ccncc2)cc1	.	-0.1%[50 µM]	.	.	.	.	i	0.2	13	730	.	0%
COc1ccc(N(C(C)=O)S(=O)(=O)c2cc(OC)ccc2OC)cc1	-0.2%	0.1%	-8	-27	5%	1.1	i	1.4	14	775	-1%	-1%
Cn1c(=O)c2c(nc(Sc3ncccn3)n2Cc2ccc(Cl)cc2)n(C)c1=O	-0.5%	0.5%	0	7	3%	1.2	i	4.5	.	.	0%	5%
Cc1nn(Cc2cccc(C(=O)NC34CC5CC(CC(C5)C3)C4)c2)c(C)c1Br	0.0%	4.1%	57	30	6%	1.1	i	0.6	-7	756	7%	7%
Cc1ccc(NC2=C(N3CCOCC3)C(=O)c3ccccc3C2=O)cc1	-3.0%	4.2%	11	21	-8%	1	i	7.4	11	698	-40%	7%
COc1ccc(NC(=S)N2CCN(C(c3ccccc3)c3ccccc3)CC2)cc1OC	1.6%	1.4%	56	4	18%	1.2	i	1.6	30	718	13%	8%
CC[n+]1c(/C=C/C=C/N(C(C)=O)c2ccccc2)sc2cc(OC)ccc21	-1.9%	.	25	17	-18%	0.7	.	.	-107	474	-28%	12%
Cc1ccc(-n2c(C)cc(C(=O)NS(=O)(=O)c3ccc(C)cc3)c2C)cc1	-3.1%	-0.6%	-29	-5	8%	1.1	i	0.5	7	603	6%	9%
c1csc(-c2nnc(N3CCOCC3)c3ccccc23)c1	-0.6%	-4.0%	-10	-3	-11%	1.2	i	0.1	22	734	-4%	11%
O=C(c1cccc(C(F)(F)F)c1)C1CCCN(C(=O)CCn2cnnn2)C1 (stereo unspecified)	.	0.0%	.	.	.	.	i	0.4	-15	743	.	1%
COc1ccc(C(=O)NNC(=O)c2ccccc2[N+](=O)[O-])cc1	-3.8%	8.2%	-9	21	10%	1.1	i	0.6	-11	639	2%	9%
CCOC(=O)COc1ccccc1-c1ccno1	-2.9%	1.5%	19	-7	-2%	1.1	i	0.6	-3	767	-4%	0%
O=C(Nc1ccccc1C(=O)N/N=C/c1ccco1)c1ccc(F)cc1	-9.1%	2.8%	53	36	-2%	1	i	0.3	2	754	10%	17%
COc1ccc(-c2cc(C3CCN(Cc4cccc(C(F)(F)F)c4)CC3)[nH]n2)cc1	.	1.8%	46	40	3%	1.1	i	0.6	-20	679	3%	3%
Cc1cc(C)nc(N2CCCC(C(=O)NCCc3cccc(F)c3)C2)n1 (stereo unspecified)	-2.4%	-0.6%	9	-17	-4%	1	i	5.0	-1	696	-2%	4%
CCOC(=O)CNC(=O)N1c2ccccc2Sc2ccccc21	1.4%	-0.1%	6	0	0%	1.1	i	0.2	-5	721	1%	-2%
COC(=O)C1=C(C)N(CC(C)C)C(=O)C1	-2.2%	-0.1%	0	8	-16%	1.1	i	6.2	2	760	-28%	-1%
CCCC(=O)Nc1cc(C)c(NC(=O)c2ccccn2)cn1	-1.1%	2.9%	-1	8	1%	1	i	2.9	.	.	0%	4%
COc1cnc(-c2cccc(C(F)(F)F)c2)nc1OC	.	0.1%	-24	9	4%	1.1	i	0.4	0	692	-1%	5%
CCNC(=O)COC(=O)/C=C/c1cccs1	0.1%	0.0%	-4	12	5%	1.1	i	1.1	0	596	8%	9%
CC(NC(=O)Cc1cccs1)C(c1cccs1)N1CCN(c2ccccc2F)CC1 (stereo unspecified)	-1.0%	-2.0%	33	7	-2%	1	i	7.4	.	.	-1%	3%
Cc1cc(NS(=O)(=O)c2ccccc2)c(C)c(Cl)c1O	-2.0%	-0.1%	13	3	-7%	1.1	i	1.8	.	.	6%	9%
Cn1c(=O)c2c(nc(NCCc3ccccc3)n2Cc2ccccc2)n(C)c1=O	-2.6%	-0.7%	11	-24	14%	1.1	?	.	5	690	13%	-8%
CCOC(=O)/C(=N\Nc1ccccc1[N+](=O)[O-])c1csc(N)n1	3.2%	0.7%	14	9	-12%	0.8	i	0.4	-1	710	-5%	9%
COc1ccc([N+](=O)[O-])cc1NC(=O)COC(=O)Cc1cc(OC)c(OC)c(OC)c1	-1.1%	2.6%	-3	-21	-10%	1.1	i	0.9	20	703	-6%	10%
CCc1nn(CCCC(=O)N2CCc3ccccc3C2)c(=O)c2cc3occc3n12	2.5%	0.7%	23	22	-3%	1	i	1.3	-5	739	-10%	24%*
COc1ccc(CN2CCOCCOCCOCCOCCOCC2)cc1	.	0.9%	.	.	.	.	i	0.4	-4	710	.	11%
CC(C)CCNC(=O)CCc1nnc(Cc2c[nH]c3ccccc23)o1	1.0%	0.2%	1	-3	21%	1	i	0.2	11	752	12%	0%
CC(C)(C)n1nnnc1CN1CCC(NC(=O)NC2CCCCC2)CC1	-2.1%	0.0%	-4	-7	3%	1.1	i	2.7	-3	739	0%	0%
O=C(c1ccc(CSc2ccc(Cl)cc2)cc1)N1CCCC1	6.0%	0.1%	51	49	2%	1.1	i	0.7	-4	670	14%	2%
NNC(=O)c1ccc(COc2cccc3ccccc23)o1	.	0.2%	.	.	.	.	+	2.6*	-20	700	.	7%
O=C1CC(=O)N(CCc2ccccc2)C(=O)N1CCc1ccccc1	-2.0%	-0.1%	6	1	16%	1.1	i	2.1	3	746	8%	-1%

As entered above.
Reading for O=C1CC(=O)N(CCc2ccccc2)C(=O)N1CCc1ccccc1 in human PMI inhibitors: 8%
Reading for COc1ccc(-c2cc(C3CCN(Cc4cccc(C(F)(F)F)c4)CC3)[nH]n2)cc1 in Myeloid diff MLP GFP+ MAC1+ %: 0.6
Reading for CC(C)(C)n1nnnc1CN1CCC(NC(=O)NC2CCCCC2)CC1 in K1F lysis inhibition: 0.0%

Reprinted at random: two compounds from above.
SMILES	ER stress rescue	K1F lysis inhibition	WT yeast gro inh	WT yeast gro inh mutant strain	human PMI inhibition	TNAP activation fold	Myeloid diff MLP	Myeloid diff MLP GFP+ MAC1+ %	Hep lipid drop	Hep lipid drop cells 6.5 µM	human PMI inhibitors	M1AAP inhibition
COC(=O)C1=C(C)N(CC(C)C)C(=O)C1	-2.2%	-0.1%	0	8	-16%	1.1	i	6.2	2	760	-28%	-1%
Cc1nn(Cc2cccc(C(=O)NC34CC5CC(CC(C5)C3)C4)c2)c(C)c1Br	0.0%	4.1%	57	30	6%	1.1	i	0.6	-7	756	7%	7%

Continuation.
SMILES	ER stress rescue	K1F lysis inhibition	WT yeast gro inh	WT yeast gro inh mutant strain	human PMI inhibition	TNAP activation fold	Myeloid diff MLP	Myeloid diff MLP GFP+ MAC1+ %	Hep lipid drop	Hep lipid drop cells 6.5 µM	human PMI inhibitors	M1AAP inhibition
Cc1ccc(O)c(NC(=O)C2CC(c3ccc(F)cc3)=NO2)c1 (stereo unspecified)	-2.2%	2.5%[50 µM]	-2	-9	2%	1.1	i	1.8	-3	729	-2%	-2%
CC/C(O)=C1\C(=O)CC(c2ccccc2)CC1=NCCC(=O)O (stereo unspecified)	-1.3%	0.0%	-6	-3	8%	1	i	0.6	4	635	4%	0%
OC(CNC1CCCc2ccccc21)COc1c(Cl)cccc1Cl (stereo unspecified)	-4.7%	0.3%	21	2	2%	1.1	i	0.3	-32	585	0%	6%
CC(C)[C@@H]1C=C(C(=O)O)O[C@H](OCCCCO)C1	.	2.0%	.	.	.	.	i	2.0	3	753	.	-2%
O=C(COc1ccc(Oc2ccccc2)cc1)NCc1cn2ccccc2n1	-0.9%	-0.3%	-10	-13	5%	1	?	.	12	599	-16%	-2%
Cc1nn(CC2CC2)c(=O)n1-c1cccc(Cl)c1	.	0.5%	1	2	-2%	1.1	i	0.0	14	703	0%	-1%
CCc1cccc(CC)c1NC(=O)C1SC(=Nc2ccccc2C)C(c2nc3ccccc3s2)=C1N (stereo unspecified)	-1.1%	0.3%	36	7	5%	1.2	i	1.0	-1	683	1%	1%
COc1cc(CC(=O)Nc2ccc(N3CCOCC3)cc2)cc(OC)c1OC	-1.3%	1.9%	-3	-5	7%	1.1	i	0.1	-9	670	20%	7%
O=C(COC(=O)C1=Cc2ccccc2OC1)NCc1ccco1	-1.9%	0.6%	-20	-7	14%	1.1	i	0.1	-1	690	12%	6%
CCCNC(=O)COC(=O)c1cc2c(=O)n3ccccc3nc2s1	-4.8%	-1.9%	-4	-2	-9%	1.1	i	0.5	4	586	1%	17%
O=C(/C=C/c1ccccn1)c1ccc(Br)cc1O	-1.1%	-0.5%	26	14	7%	1.1	i	0.7	-5	652	18%	5%
COc1cc(/C=C2\C(=O)N(C)C(=S)N2C)ccc1O	-1.5%	1.4%[50 µM]	0	-3	7%	0.7	i	0.1	0	665	10%	2%
CCC(C)n1c(SCC(=O)Nc2cc(C(C)(C)C)nn2-c2ccccc2)nc2ccccc2c1=O (stereo unspecified)	-1.8%	0.2%	49	-5	4%	1	i	0.3	37	707	6%	4%
COc1ccccc1NC=C1C(=O)OC2(CCCCC2)OC1=O	-0.9%	-0.1%	15	20	10%	1	i	1.9	.	.	12%	7%

Bioassay records: PubChem, several laboratories
